MOR-DOR inv ag: inverse agonist of human OPRM1-OPRD1 heterodimerization. cell-based MOR-DOR heterodimer luminescence, inverse agonism. inhibition, % at 9.3 µM. 0.21% of 340,000 active; in the data active = inhibition above about 22%, passing the limit was not always enough;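 note: 0% = cells with DMSO and 100% = wells without cells with DMSO; values of inactives mirror those of a sister screen read the other way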
Target sequence (P35372 whole entry, looked up): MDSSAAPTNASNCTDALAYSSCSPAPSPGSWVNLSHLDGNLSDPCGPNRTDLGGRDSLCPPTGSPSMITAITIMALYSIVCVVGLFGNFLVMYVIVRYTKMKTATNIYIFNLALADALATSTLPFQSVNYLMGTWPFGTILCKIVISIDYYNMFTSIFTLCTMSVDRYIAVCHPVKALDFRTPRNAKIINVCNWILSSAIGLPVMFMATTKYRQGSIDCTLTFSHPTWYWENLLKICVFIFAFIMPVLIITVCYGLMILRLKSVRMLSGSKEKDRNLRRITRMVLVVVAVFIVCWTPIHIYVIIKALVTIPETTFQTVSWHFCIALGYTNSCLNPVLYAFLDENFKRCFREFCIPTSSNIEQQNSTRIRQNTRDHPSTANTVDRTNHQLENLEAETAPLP
Target sequence (P41143 whole entry, looked up): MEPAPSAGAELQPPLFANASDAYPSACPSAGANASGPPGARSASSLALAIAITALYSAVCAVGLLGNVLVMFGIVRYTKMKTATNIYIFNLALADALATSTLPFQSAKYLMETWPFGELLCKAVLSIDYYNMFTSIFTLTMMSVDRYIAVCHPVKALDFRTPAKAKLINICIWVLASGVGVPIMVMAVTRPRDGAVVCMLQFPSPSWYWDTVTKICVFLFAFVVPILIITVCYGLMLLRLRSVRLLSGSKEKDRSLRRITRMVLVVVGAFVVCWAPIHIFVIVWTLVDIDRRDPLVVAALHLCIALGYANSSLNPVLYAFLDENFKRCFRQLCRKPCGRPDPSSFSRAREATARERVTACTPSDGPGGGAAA
Pemphigus Ab inh: inhibitors of pemphigus antibody binding to human desmoglein-3; P32926; DSG3-coupled beads, scFv-anti-DSG3-GFP binding, flow cytometry; hits give low values; binding (percent of control), % at 10 µM; 0.48% of 310,000 active; AID 588358;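 active = binding more than 3 SD below its plate's average and above zero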;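 note: hits lower antibody fragment binding to DSG3; some compounds called inactive have numbers as strong as hits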
LANA DNA inh: KSHV C-LANA DNA binding inhibition; 0.078% of 340,000 active; MBP-C-LANA/FAM-LBS DNA binding, fluorescence polarization; inhibition, % at 9 µM;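 active = highest replicate inhibition at or above 60% at 9 µM, even if other replicates fall short; inactive = all replicates below 60% inhibition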;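 note: 0% = neutral control wells and 100% = 4 µM acridine orange control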
cardiac RTF act: increases calcium sensitivity of human cardiac regulated thin filaments | IANBD-labeled TnC RTF fluorescence at EC20 calcium; 0% EC20 calcium, 100% full calcium | activation, % at 7.2 µM | 0.24% of 340,000 active;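 active = activation above the mean over all tested compounds plus 3 SD, cut at about 30% in these data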;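 note: rise in fluorescence read as greater calcium sensitivity of cardiac thin filaments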
Arr AP2 block: blocks beta-arrestin peptide binding to AP2 adaptin; inhibition, % at 10 µM; FITC-arrestin peptide / GST-AP2 beads, flow cytometry; AP2 beta2 appendage carries R879A mutation; 0.31% of 340,000 active;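 active = inhibition above a set limit, near 3 SD of compounds lacking own fluorescence, cut at about 54% in these data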;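 note: plate controls were DMSO wells for no effect and 5 µM unlabelled arrestin peptide for full effect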
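Measured by: flow cytometry, FL1 (488/535 nm); Material: AP2 appendage R879A on GSH beads; Evaluation: percent response; Timing: pre-incubation 12 min, peptide binding 1 h, room temperature; Also added: 50 nM FITC-arrestin peptide; Medium: PBS with 0.05% Tween 20 and 0.1% BSA.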
V-ATPase pHluor: regulators of yeast V-ATPase proton transport; 0.37% of 350,000 active; S. cerevisiae, pHLuorin cytosolic pH fluorescence; response, % at 10 µM; AID 504577; in the data active = response mostly above about 7.3%, no sharp cut-off; inactive = mostly below about 5.4%; note: actives read high; inactives centre near 0; some compounds called inactive have numbers as strong as hits; reference of the scale not given here
Keap1-Nrf2 PPI: Keap1-Nrf2 (human) interaction inhibition; Q14145; Keap1 Kelch-Nrf2 peptide fluorescence polarization, 1536-well; inhibition, % at 9.4 µM; 0.15% of 340,000 active; AID 504523; in the data active = inhibition above about 12%;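 note: human Keap1 Kelch domain with fluorescein labeled Nrf2 9mer peptide probe; 0% = neutral control wells and 100% = peptide positive control; higher means more block of Keap1 binding to Nrf2 peptide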
MOR-DOR ag: OPRM1-OPRD1 heterodimerization agonism; P35372+P41143; cells, luminescence; activation, % at 9.3 µM; 0.3% of 340,000 active; AID 504326; in the data active = activation above about 18%;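 note: 0% = vehicle-treated cells and 100% = reference agonist; values of inactives mirror those of a sister screen read the other way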
Wnt bcat act: activates Wnt/beta-catenin signaling in a reporter cell assay | activator, plate reader | activation, % at 9.35 µM | 1.2% of 300,000 active | AID 743398; in the data active = activation above about 30%, passing the limit was not always enough;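 note: 0% = neutral control wells and 100% = positive control wells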
Cardiac RTF inh: cardiac RTF calcium desensitization; P19429+P45379; IANBD-labeled cardiac RTF, Ca2+ fluorescence; inhibition, % at 7.15 µM; 0.12% of 340,000 active; AID 493244;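 active = inhibition above the mean inhibition of all tested compounds plus 3 SD, cut at about 17% in these data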;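 note: assay run at fixed EC70 calcium of 1.6 mM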
Active calls of the source: *; · = no result given; & = joins results of further samples.

SMILES	MOR-DOR inv ag	Pemphigus Ab inh	LANA DNA inh	cardiac RTF act	Arr AP2 block	V-ATPase pHluor	Keap1-Nrf2 PPI	MOR-DOR ag	Wnt bcat act	Cardiac RTF inh
O=c1[nH]c(Nc2ccccc2Cl)cc2ccccc12	-19	102	4.4	-2	-2	-5	5	3.4	13	-8
Nc1nccnc1C(=O)OCC(=O)NC1CCCc2ccccc21 (centres undefined)	3	108	2.9	4	-12	-2	2	-0.8	21	5
CCC(=O)Nc1cccc(NC(=O)c2ccccc2Br)c1	-2	104	-0.4	1	4	0	-2	0.3	2	4
Cc1ccc(N=C2SCCCN2C(=O)c2ccco2)cc1Cl	1	96	-4.4	-5	20	1	-6	-0.1	0	-3
Cc1ccc(-c2csc3ncnc(N4CCN(S(=O)(=O)c5cccs5)CC4)c23)cc1	0	100	0.2	-4	11	2	4	-0.1	·	2
CC(/C=C/c1ccccc1)=N/NC(=O)c1cnccn1	2	69	0.2	3	13	0	1	-0.4	·	-12
CN(CC(=O)Nc1ccccc1C(F)(F)F)C(=O)CN1C(=O)C2CCCCC2C1=O (centres undefined)	13	119	-1.0	3	-8	1	5	-2.3	1	-9
CCOC(=O)C1(Cc2ccccc2C(F)(F)F)CCN(C2CCN(C(C)C)CC2)CC1	-11	103	0.8	-4	11	3	1	2.2	-2	2
Cc1c(Cl)ccc2sc(NC(=O)C3CC3)nc12	-14	103	1.0	4	11	6	-1	2.5	7	-3
CCOC(=O)c1cc(-c2cccnc2)nn1-c1ccccc1C	5	104	-1.5	4	-1	3	2	-1.0	0	-13
CCOC(=O)C1CCCC(NS(=O)(=O)c2ccc(NC(C)=O)cc2)C1 (centres undefined)	-1	99	-0.6	0	4	2	-8	0.2	-2	3
Cc1ccc(S(=O)(=O)N(C)C)cc1NC(=S)N(CCC#N)Cc1cccnc1	16	100	1.3	-6	-8	-3	-2	-3.2	-6	-1
COc1ccc(S(=O)(=O)Nc2ccc(C)cc2)cc1OC	18	101	-0.6	0	-7	-1	0	-4.2	·	-1
CC(=O)OCCOCn1cnn2c(=O)c(Br)c(C)nc12	10	105	1.1	5	2	-2	-3	-1.8	3	-2
CCOc1ccccc1-n1nnnc1SCC(=O)NCC1(N2CCOCC2)CCCCC1	-14	98	-0.1	1	-2	2	-6	3.6	-4	-1
Cc1nc(SCC(=O)NCCc2ccccc2)nc(C)c1C	16	108	-0.2	-2	8	0	-6	-2.9	0	-15
Cc1ccc(N2CC(C(=O)NC3CCC(C)CC3)CC2=O)cc1 (centres undefined)	1	104	-0.2	2	-12	1	-2	-0.1	1	-5
Cc1ccc(Cl)cc1N1CCN(S(=O)(=O)c2cccc(S(=O)(=O)N3CCCC3)c2)CC1	7	109	-0.5	3	-3	1	-4	-1.2	·	1
C=CCn1c(SCC(=O)c2ccc(OC)cc2)nnc1-c1cc2cccc(OC)c2o1	-24	112	0.9	-4	-5	15	1	5.8	·	-4
COc1ccc(Nc2nc(-c3ccccc3)cs2)cc1	-22	102	-0.9	-2	-5	-3	-7	4.2	·	-4
N#Cc1nc(-c2ccc(OCc3ccccc3)cc2)oc1NCc1ccco1	-12	96	0.9	-6	38	2	0	2.2	·	-21
COc1ccc(C(CCN2CCCC(C)C2)c2c(OC)cc(OC)c3c2OC(=O)CC3c2cc(OC)c(OC)c(OC)c2)cc1 (centres undefined)	2	105	3.1	1	7	2	-5	-0.3	·	-3
COc1ccc2c(c1)C(=NO)c1cc(OC)ccc1-2	1	104	-0.5	-13	-5	7	-3	-0.1	0	3
CCOC(=O)c1c(-c2ccc(OC)cc2)csc1/N=C/N(C)C	11	104	-1.4	6	12	-3	-10	-2.2	-2	1
CC[n+]1c(/C=C2/C=C(C)CC(C)(C)C2)sc2ccc(OC)cc21	-47	93	-0.7	3	2	1	-5	8.3	-2	8

Other compounds
SMILES	MOR-DOR inv ag	Pemphigus Ab inh	LANA DNA inh	cardiac RTF act	Arr AP2 block	V-ATPase pHluor	Keap1-Nrf2 PPI	MOR-DOR ag	Wnt bcat act	Cardiac RTF inh
CCn1c(C(O)c2ccc3c(c2)OCO3)nc2ccccc21 (centres undefined)	14	89	-0.2	1	-1	-1	-9	-2.4	·	10
Cc1nc2c(C)cccn2c1/C(O)=C1\C(=O)C(=O)N(CCN(C)C)C1c1ccco1 (centres undefined)	8	104	-0.2	0	2	-4	-1	-1.5	-1	-2
COC(=O)c1c(N2C(=O)CC(Sc3ccccc3C(=O)O)C2=O)sc2c1CCCC2 (centres undefined)	16	105	0.0	-12	-21	1	-6	-3.2	-2	9
CCN(CC)S(=O)(=O)c1ccc(/C=C/C(=O)Nc2c(C)n(C)n(-c3ccccc3)c2=O)cc1	-12	97	-1.7	-1	16	3	-1	2.1	-2	-2
COc1ccc(OCC(=O)N(Cc2cccs2)C2CCS(=O)(=O)C2)cc1 (centres undefined)	14	105	0.1	0	4	-2	4	-2.8	0	-2
CCOC(=O)Cn1c(=O)oc2cc(S(=O)(=O)NCc3cccs3)ccc21	4	109	-0.4	3	0	-4	-6	-0.7	-5	-10
Cn1c(SCc2ccc(Cl)cc2Cl)nc(C(F)(F)F)cc1=O	11	101	0.3	-6	-8	0	-3	-2.0	·	3
COc1ccc(-n2cc(C(=O)c3ccc4ccccc4c3O)cn2)cc1	8	96	0.2	-3	3	0	-2	-1.7	1	1
CCOc1cc(/C=N/O)cc(Br)c1OC	6	100	0.0	5	2	1	-5	-1.1	·	-6
CN1Cc2ccccc2N(CC(=O)NCc2ccccc2)C1=O	14	100	-1.1	2	35	4	0	-2.9	1	0
Cc1ccc(N2CC(C(=O)Nc3ccc4c(c3)OCO4)CC2=O)cc1C (centres undefined)	4	109	-0.2	-9	27	0	3	-0.7	3	3
CCOc1ccc(N2C(=O)CN(CC(=O)OC)C2=S)cc1	5	98	-1.5	1	10	-2	0	-1.0	0	-4
CCn1c(SCc2nc3ccccc3s2)nnc1-c1ccccc1	0	105	1.3	2	16	-4	1	0.0	·	-7
Fc1ccccc1Cc1noc(CN2CCN(C/C=C/c3ccccc3)CC2)n1	-4	101	0.3	1	-11	4	-4	0.8	-1	-3
Cc1ccc(S(=O)(=O)NC(=O)c2cccc(Br)c2)cc1	7	101	2.4	-3	0	1	1	-1.1	-1	-5
COc1ccc(S(=O)(=O)Nc2c(C(=O)O)[nH]c3ccccc23)cc1	6	100	-1.2	-2	-13	-3	0	-1.1	-1	-2
OC(COC(c1ccc(Cl)cc1)c1ccc(Cl)cc1)CN1CCCC1 (centres undefined)	-1	115	-0.4	6	3	-4	-7	0.2	-2	5
CC1CC(=O)Nc2ccccc2N1C(=O)CN1CCN(c2ccccc2)CC1 (centres undefined)	14	85	0.8	-3	7	0	2	-2.7	9	4
COc1ccc(C2=NOC(C3(S(=O)(=O)c4ccccc4)CC(O)C3)C2)cc1 (centres undefined)	-1	101	1.1	-7	0	0	0	0.1	2	-15
N#C/C(=C/c1ccc(-c2ccccc2[N+](=O)[O-])o1)C(N)=O	-11	98	2.1	3	16	2	3	2.0	5	0
CCCCOc1ccc(C(=O)NCC(=O)N2CCN(Cc3ccc4c(c3)OCO4)CC2)cc1	6	95	-1.6	-7	6	0	2	-1.2	3	-19
CN(C)c1cc[n+](CC(=O)Nc2cc(C(F)(F)F)ccc2Cl)cc1	-19	103	0.9	16	5	0	2	3.2	-2	-8
CCOC(=O)c1ccc(OCc2c(C)noc2C)cc1	8	103	2.6	0	4	3	-2	-1.6	-3	6
Cc1csc(NC(=O)CCSCCc2ccccn2)n1	6	106	-1.1	3	-4	3	-4	-1.0	0	-14
CC1(C)Oc2ccc(NC(=O)c3ccco3)cc2O1	-1	106	-0.7	6	-4	-6	-2	0.1	·	2

Continued:
SMILES	MOR-DOR inv ag	Pemphigus Ab inh	LANA DNA inh	cardiac RTF act	Arr AP2 block	V-ATPase pHluor	Keap1-Nrf2 PPI	MOR-DOR ag	Wnt bcat act	Cardiac RTF inh
N#Cc1ccc(NCCc2ccccn2)c([N+](=O)[O-])c1	7	·	0.9	-1	15	-3	2	-1.4	1	0
O=C(NCc1ccccc1)c1cnc(Cl)c(Cl)c1	-3	·	0.8	-4	5	3	2	0.5	4	-1
CCc1ccc(NC(=O)CSc2nnc(CNC(=O)c3c(F)cccc3Cl)o2)cc1	4	86	-0.3	0	-5	1	-3	-0.7	-6&-3	-2
N#C/C(=C\Nc1ccc2cn[nH]c2c1)c1nc(-c2ccccc2)cs1	3	97	-3.2	-6	-22	1	-1	-0.6	3	-2
CC(C)(C)NS(=O)(=O)c1ccc(CCC(=O)Nc2cc(Cl)ccc2Oc2ccccc2)cc1	-16	111	2.9	-3	-1	-5	2	3.5	-1	-8
O=[N+]([O-])c1cc(-c2cnc3ccccc3n2)ccc1Oc1ccc(Cl)cc1	2	102	-1.0	0	1	-1	-6	-0.4	10	-2
